CaV13 ICDI inh – Disruptors of the CACNA1D IQ motif to Ca2+-dependent inactivation inhibitor domain association, primary screening, Förster resonance energy transfer in intact living …; inhibition, % at 12.3 µM; AID 743397; HEK cells, CFP/YFP FRET ICDI-IQ, plate reader, 10 min; percent FRET-ratio fall versus neutral wells; 340,000 compounds, 0.098% hits;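 active = mean replicate inhibition of at least 30% and at least 1% of replicates passing that level; inconclusive = only one of the two criteria is met; inactive = neither criterion is met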;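 also: 0% = median of the neutral control wells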
HTR2A ag – agonists of mouse serotonin 5-HT2A receptor (HTR2A); P35363; CHO-K1 mHTR2A beta-arrestin complementation, luminescence; percent of 30 µM serotonin response; activation, % at 7.6 µM; 360,000 compounds, 0.66% hits; AID 624169;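 active = activation above a run cutoff, the mean activation of all tested compounds plus 3 SD, cut at about 14% in these data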;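 also: 0% = plate median of compound wells and 100% = 30 µM serotonin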
Target sequence (P35363 whole entry, looked up): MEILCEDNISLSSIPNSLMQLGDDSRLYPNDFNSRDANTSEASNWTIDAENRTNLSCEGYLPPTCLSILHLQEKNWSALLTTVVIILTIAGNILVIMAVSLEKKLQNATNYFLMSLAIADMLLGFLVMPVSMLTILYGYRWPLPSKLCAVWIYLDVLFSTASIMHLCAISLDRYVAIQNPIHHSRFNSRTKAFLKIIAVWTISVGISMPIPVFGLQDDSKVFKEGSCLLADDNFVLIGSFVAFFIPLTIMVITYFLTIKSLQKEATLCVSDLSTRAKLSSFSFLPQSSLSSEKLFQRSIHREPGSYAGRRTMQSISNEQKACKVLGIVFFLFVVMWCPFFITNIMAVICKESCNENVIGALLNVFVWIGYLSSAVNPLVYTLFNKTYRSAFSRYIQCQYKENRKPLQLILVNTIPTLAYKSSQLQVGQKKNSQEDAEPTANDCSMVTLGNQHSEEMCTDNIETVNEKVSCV
aDG glyco act – increases alpha dystroglycan glycosylation; Pro5-aDG cells, alpha-DG glycosylation AlphaScreen (IIH6); 0% Pro5, 100% B10-LARGE cell signal; activation, % at 10 µM; 360,000 compounds, 0.22% hits;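 active = activation of at least 8% versus controls, or a plate z-score of at least 8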;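 also: Pro5 are CHO cells carrying HIG-tagged alpha-DG that lacks glycosylation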
N-glyco inh – N-linked glycosylation inhibition; reporter increase, % at 12.5 µM; AID 588692; D54 ERlucT glycosylation luciferase reporter, 24 h; percent of 100 nM tunicamycin response; 360,000 compounds, 0.23% hits;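 active = mean luciferase reporter signal, scaled so untreated is 0 and the glycosylation-blocking control 100, at or above a set limit in every replicate; inconclusive = mean reaches the limit but not every replicate does; inactive = mean below the limit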;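 also: luciferase carries N-glycosylation sites so blocking glycosylation raises the light; 0% = median of neutral control wells and 100% = median of 100 nM tunicamycin wells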
ABCB6 inh 2 – human ABCB6 transporter inhibition. Q9NP58. K562-ABCB6 porphyrin accumulation, flow cytometry, 1 h; active compounds read low. fluorescence ratio to DMSO, % at 10 µM. 360,000 compounds, 0.19% hits;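 active = fluorescence ratio to DMSO below 75%, the collection mean minus 3 SD; inconclusive = too few cells collected in the well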;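 also: signal is porphyrin accumulated inside mitochondria; 100% equals median channel fluorescence of DMSO control wells; lower ratio means ABCB6 inhibition with less porphyrin fluorescence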
Vif inh – HIV Vif inhibition. HEK293T cells, Vif self-association by quenched fluorescence, imaging, 24 h. 340,000 compounds, 0.35% hits. inhibition, % at 7.49 µM. AID 602346; in the data active = inhibition above about 50%, passing the limit was not always enough; inconclusive = no clear call, values can overlap the other calls; inactive = below about 31%; also: some results filed as inactive read as strong as hits
PDI turbidity – inhibitors of human protein disulfide isomerase; PDI insulin aggregation turbidity, A650, 90 min; P07237; AID 588391; inhibition, % at 10 µM; 350,000 compounds, 0.052% hits;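 active = mean inhibition across replicates of 30% or more, whatever share of single replicates reach that level; inconclusive = mean inhibition below 30% while every single replicate reaches 30%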;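 also: absorbance from insulin aggregation driven by PDI reduction with DTT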
Target sequence (P07237 whole entry, looked up): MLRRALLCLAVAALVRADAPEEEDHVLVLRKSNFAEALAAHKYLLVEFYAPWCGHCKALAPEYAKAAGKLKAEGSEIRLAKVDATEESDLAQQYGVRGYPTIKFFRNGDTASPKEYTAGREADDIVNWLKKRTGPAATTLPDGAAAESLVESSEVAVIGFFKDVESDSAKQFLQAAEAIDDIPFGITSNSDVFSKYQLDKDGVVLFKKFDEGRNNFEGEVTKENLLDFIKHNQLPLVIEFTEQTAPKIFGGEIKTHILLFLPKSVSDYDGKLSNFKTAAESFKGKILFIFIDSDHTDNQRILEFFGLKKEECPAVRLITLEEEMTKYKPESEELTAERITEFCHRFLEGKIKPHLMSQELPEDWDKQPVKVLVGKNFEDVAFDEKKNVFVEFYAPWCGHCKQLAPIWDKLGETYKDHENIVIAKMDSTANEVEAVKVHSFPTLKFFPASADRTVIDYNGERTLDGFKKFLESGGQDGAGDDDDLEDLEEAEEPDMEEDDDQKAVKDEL
Exocytosis inh – lytic granule exocytosis inhibition; TALL-104 LAMP-1 surface exposure, flow cytometry; cells stimulated with thapsigargin and PMA; inhibition, % at 10 µM; 360,000 compounds, 0.66% hits; AID 651702;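 active = inhibition above about 55%, limit read from the data; inconclusive = no clear call, values can overlap the other calls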
iPSC survival up – increases survival of single human iPS cells; hiPSC single-cell survival, ATPlite luminescence; 100% = ROCK inhibitor wells, 0% = DMSO; survival enhancement, % at 20 µM; 360,000 compounds, 0.044% hits; in the data active = survival enhancement above about 18%;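 also: cells exposed to compounds for 16 hours before the ATP read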
H9c2 protect – modulators protecting cardiomyocytes from myocardial damage | 360,000 compounds, 0.63% hits | protection from H2O2 cell death, % at 20 µM | AID 588492 | H9c2 cardiomyocytes, H2O2 injury protection, ATPLite, 2 h;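 active = compounds giving at least 50% protection of heart cells from peroxide-induced death in the single-dose screen, raw or plate-pattern-corrected value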;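 also: 0% = DMSO wells with peroxide and 100% = DMSO wells without peroxide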
An asterisk follows results filed as active; ? = inconclusive; / = not tested or not shown. Compounds were not picked by outcome; any-hit rate near 3.1%.

canonical_smiles,CaV13 ICDI inh,HTR2A ag,aDG glyco act,N-glyco inh,ABCB6 inh 2,Vif inh,PDI turbidity,Exocytosis inh,iPSC survival up,H9c2 protect
O=C(CSc1ccccn1)N1CCN(C(=O)CSc2ccccn2)CC1,-5,14,-0.2,2,90,1,1,0,4.6,1
O=C(Cn1cc(C(F)(F)F)ccc1=O)NCC1CCCO1 (stereo unspecified),-3,0,-0.1,1,106,-26,-8,-15,2.7,6
Nc1nc(-c2ccc3ccccc3c2)cs1,-1,-1,-0.1,-3,94,?,4,-1,0.0,-10
O=C(Nc1ccc(NC(=O)N2CCN(c3ccccc3O)CC2)cc1)N1CCN(c2ccccc2O)CC1,-2,5,0.6,-2,117,2,-6,3,2.5,18
CC1(C)CC(CC(=O)Nc2ccccn2)C(=O)O1 (stereo unspecified),-4,1,-0.1,2,106,6,2,4,-0.6,3
O=c1[nH]c(SCc2ccc(Cl)cc2)nc2ccccc12,-5,-1,0.1,0,102,4,0,-2,-0.6,0
COC(=O)CN(c1ccccc1[N+](=O)[O-])S(=O)(=O)c1ccccc1,-4,-5,0.1,1,102,-4,-5,10,1.2,8
CCOCCCNC(=O)CN1C(=O)CSc2ccc(S(=O)(=O)N3CCOCC3)cc21,-6,-1,-0.1,0,104,-1,-4,-5,-0.2,-1
O=C(Nc1ccccc1)N1CCCC2CCCCC21 (stereo unspecified),-5,-11,0.0,-2,97,17,-1,-3,2.1,-27
Cc1ccc([C@H]2C[C@H](O)[C@@H](n3cc(C4CC4)nn3)CN2C(=O)C2CCCCC2)cc1,-11,-4,0.1,2,102,2,0,-3,-0.4,-7
COc1ccc(NS(=O)(=O)c2ccc(NC(C)=O)cc2)nn1,-4,1,1.7,2,90,11,-4,-5,-0.2,2
COc1cccc(NC(=O)COC(=O)CCn2c(C)csc2=O)c1,-6,8,-0.2,0,98,-6,-2,3,-0.1,-1
Cc1cccc(-c2noc(CNC(=O)Nc3ccc(F)cc3)n2)c1,-4,4,0.1,-1,99,-2,18,0,-1.2,-9
ON1C(c2ccccc2)CC2(O)c3nonc3CCC12 (stereo unspecified),-4,-2,-0.1,0,100,-1,-12,-1,-2.4,-1
O=C(NNc1nc(-c2ccccc2)cs1)c1ccco1,-13,0,-0.7,3,100,0,3,-4,-1.4,6
COc1ccc(CCNC(=O)c2ccc(NS(=O)(=O)c3ccc4[nH]c(=O)[nH]c4c3)cc2)cc1OC,/,4,-0.3,1,101,-5,11,?,-0.3,9
COc1ccc(S(=O)(=O)NN(C)C)cc1N(C)S(=O)(=O)c1ccc(Cl)cc1,-4,-1,-0.3,3,98,-6,-41,-2,3.1,-2
O=C(CSc1nc(C2CC2)nc2ccccc12)N1CCCCC1,-7,2,0.4,-4,103,-4,10,-10,-0.1,9
CCCN(CCC)CC(O)Cn1cc(/C=C/C(=O)c2cccs2)c2ccccc21 (stereo unspecified),-9,-10,1.3,4,111,0,0,45,-1.0,6
Cc1nc(SCC(=O)Nc2cccnc2Cl)nc(C)c1C,-3,3,-0.1,1,91,?,3,0,-0.2,6
CCOC(=O)C1=C(C)NC2=C(C(=O)OC2)C1c1ccccc1 (stereo unspecified),-1,7,-0.1,16,97,2,14,1,-0.1,11
COc1ccc(/C=N/OCc2nc3c4c(ncn3n2)Oc2ccc3ccccc3c2C4c2ccccc2)cc1 (stereo unspecified),-6,2,-0.5,-1,100,1,-2,0,-1.6,3
O=C1NCCN/C1=C\C(=O)c1cccc(Br)c1,-6,3,-0.1,0,102,-11,-8,3,0.6,3
O=S(=O)(Nc1nc2ccccc2s1)c1ccc(Br)s1,-8,4,0.2,0,92,-13,0,2,-0.7,-12
O=C(COC(=O)c1ccc2ccccc2c1O)NCc1ccccc1,-3,5,-0.4,2,101,-3,6,12,-0.5,-6
CSc1nsc(SC)c1C(=O)NCCNS(=O)(=O)c1ccc(C)cc1,/,-4,0.0,-1,113,/,-3,-4,3.1,12
CNS(=O)(=O)c1cccc(C(=O)OCCCOC(=O)c2cccc(S(=O)(=O)NC)c2)c1,-6,-2,0.0,0,96,2,-5,-1,0.0,-5
COc1cc2c(c(OC)c1OC)-c1c(cc3c(c1OC)OCO3)C[C@H](C)[C@@](C)(O)C2,-5,-2,0.0,-1,100,-1,4,3,-0.1,1
CCCN1C(=O)C(O)(C2COC(C)(C)CC2=O)c2ccccc21 (stereo unspecified),-2,-1,0.0,-2,100,-4,7,-1,-0.4,-3
CC(NC(=O)c1cccc(S(=O)(=O)N2CCc3ccccc32)c1)c1ccco1 (stereo unspecified),-5,-5,0.0,-2,92,-21,23,0,0.5,8
COc1ccc(C)cc1NC(=O)Nc1cnccn1,-8,2,-0.2,20,100,-15,1,-2,-0.9,6
NNC(=O)C1CCN(S(=O)(=O)c2ccc(Cl)cc2)CC1,-8,0,0.0,-2,99,1,-9,-5,-0.4,6
COc1ccc([N+](=O)[O-])cc1NC(=O)Cc1ccccc1Cl,-17,-4,0.0,-3,81,-9,-1,-2,-1.1,13
CCC(C)NC(=O)Cn1cnc2sc(C)cc2c1=O (stereo unspecified),/,7,-0.1,0,91,0,-10,?,1.0,2
CCOc1cc(N2CCOCC2)c(OCC)cc1NC(=O)CSc1cccc[n+]1[O-],-5,0,0.0,3,99,1,6,6,6.6,-3
Cc1cc(-c2nnc(-c3cccc(C(F)(F)F)c3)o2)no1,-4,-2,0.1,0,99,-2,5,-2,-0.1,-1
c1ccc(Oc2nc(Oc3ccccc3)nc(N3CCOCC3)n2)cc1,-5,-4,-0.2,-1,94,30,15,-19,-2.3,-15
CC(C)C(=O)Nc1ccc([N+](=O)[O-])cc1Br,-4,-1,-0.1,3,99,20,-2,-4,-1.0,-1
COC(=O)C1=C(CSc2nccn2C)NC(=O)NC1c1cc(C)ccc1C (stereo unspecified),-7,-4,-0.1,-3,99,/,-3,5,1.5,16
CC(C)CN(C(=O)Cn1nnc(-c2ccc(F)cc2)n1)C1CCS(=O)(=O)C1 (stereo unspecified),-6,4,-0.2,1,96,2,-5,-7,-0.6,1
COc1ccc(NC(=O)C2CC(=O)N(Cc3ccco3)C2)cc1Cl (stereo unspecified),-6,3,0.2,2,96,?,-3,5,-0.3,2
O=C1/C(=C/c2ccccc2)N=C(N2CCOCC2)N1c1cccc(Cl)c1,-5,2,0.0,3,96,7,-5,1,0.1,-5
N#Cc1ccsc1NC(=O)C1=COCCO1,-3,-1,0.3,-1,95,17,15,-1,-0.2,-1
COc1ccc(NC(=O)C2CCCN2S(=O)(=O)c2ccc(C)cc2)cc1 (stereo unspecified),-4,-2,-0.1,1,45*,21,0,2,-2.8,-1
Cn1cnc([N+](=O)[O-])c1Sc1ccc(C(C)(C)C)cc1,-5,-11,0.0,6,102,/,-8,-16,-0.5,2
CC(C)(C)OC(=O)C[C@H]1C/C=C\C[C@H](CC(=O)N[C@H](CO)Cc2ccccc2)C(=O)N2CCC[C@H]2COC1=O,-5,1,0.1,3,97,2,19,1,1.2,20
C=CCOc1ccc(/C=N\NC(N)=S)cc1,-4,-1,0.2,3,101,-13,2,-7,-2.3,-5
Cc1c(Cc2ccccc2)c(NCCCO)n2c(nc3ccccc32)c1C#N,-5,-2,0.2,1,98,12,0,40,-0.2,13
O=C(c1ccc2[nH]c(=O)c(=O)[nH]c2c1)N1CCc2ccccc21,-3,1,0.0,1,100,0,3,-2,0.3,1
COc1ccc(S(=O)(=O)NC(=O)C2(C)CCN2C(=O)C2CCCCC2)cc1OC (stereo unspecified),-4,1,-0.1,1,94,9,-13,-10,-0.9,-1

(list continues)
canonical_smiles,CaV13 ICDI inh,HTR2A ag,aDG glyco act,N-glyco inh,ABCB6 inh 2,Vif inh,PDI turbidity,Exocytosis inh,iPSC survival up,H9c2 protect
C=C(C)Cn1c(CCNC(=O)CCC)nc2ccccc21,-5,1,0.0,0,100,-3,2,-7,-2.1,5
COCC[N+]1(C)CCCCC1,6,0,-0.3,3,94,-4,-1,0,3.1,2
CCOC(=O)c1c(C)[nH]c(C(=O)NNC(=O)c2ccccc2)c1C,-8,2,-0.4,-8,99,1,5,-1,-4.3,-5
COc1ccc(N2CCN(S(=O)(=O)c3ccc4c(c3)N(C(C)=O)CCO4)CC2)cc1,-3,3,0.1,1,96,-3,-1,2,-0.6,-4
CCn1c(=O)c2cc(C(=O)NCCOC)sc2c2ccccc21,-6,-1,-0.1,13,87,/,2,14,-0.3,6
Cc1ccc(C(=O)Nc2ccc(S(=O)(=O)NC3=NCCCCC3)cc2)c(C)c1,-14,-7,0.0,-3,103,2,0,-6,-0.5,-1
O=[N+]([O-])c1cccc(CNCc2ccccc2)c1,-6,2,-0.2,1,99,3,-3,-1,-0.2,-4
CC(C)c1nnc(NC(=O)CCC2CCCCC2)s1,-6,8,0.0,0,100,-1,1,-8,-0.4,-8
COc1ccccc1C(=O)NNC(=O)c1ccc(Br)cc1,0,1,0.1,2,98,-4,9,-4,-0.6,-7
C/C(=N\NC(=O)c1ccccc1F)c1ccc(C#N)cc1,3,-5,-0.3,-1,97,6,1,-7,-0.5,-5
O=S(CC(O)c1ccccc1)c1ccccc1 (stereo unspecified),-5,-4,0.0,0,96,-5,-3,-1,-1.0,8

Source: PubChem (several laboratories)
